PPARg SRC2 recr = PPARgamma-driven SRC-2 recruitment agonism; activation, % at 8 µM; P37231; PPARgamma LBD-SRC-2 recruitment, biochemical; AID 1032; actives 0.34% (n = 200,000); in the data active means activation above about 22%;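 further: 0% = vehicle and 100% = reference agonist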
Target sequence (P37231 whole entry, looked up, the tested form may be a part): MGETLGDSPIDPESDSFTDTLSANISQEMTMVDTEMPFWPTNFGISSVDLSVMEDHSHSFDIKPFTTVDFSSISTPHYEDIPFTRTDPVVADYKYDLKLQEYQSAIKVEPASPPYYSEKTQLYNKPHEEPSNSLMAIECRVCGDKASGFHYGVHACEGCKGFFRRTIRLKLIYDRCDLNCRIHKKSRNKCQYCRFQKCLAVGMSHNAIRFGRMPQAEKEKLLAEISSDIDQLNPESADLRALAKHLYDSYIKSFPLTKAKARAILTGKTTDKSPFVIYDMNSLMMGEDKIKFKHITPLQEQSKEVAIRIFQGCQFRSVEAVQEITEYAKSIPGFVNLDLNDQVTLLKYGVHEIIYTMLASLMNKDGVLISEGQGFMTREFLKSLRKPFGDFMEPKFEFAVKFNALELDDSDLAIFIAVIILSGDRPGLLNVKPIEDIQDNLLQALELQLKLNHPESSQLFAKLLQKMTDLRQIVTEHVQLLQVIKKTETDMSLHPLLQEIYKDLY
S1P3 antag = S1P3 (human) receptor antagonism | Q99500 | CHO S1P3 NFAT-BLA reporter, FRET fluorescence, antagonist mode | inhibition, % at 4.98 µM | actives 0.27% (n = 170,000);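 active means inhibition above the plate cutoff, the mean inhibition of test wells on that plate plus 3 SD, cut at about 28% in these data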;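 further: cells challenged with S1P at its EC80 of 0.8 µM; blue over green emission ratio from cleaved BLA substrate after 4 h stimulation; 0% = S1P-stimulated wells and 100% = unstimulated DMSO-only wells; some compounds past the cut are filed as inactive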
ROMK primary = modulators of human ROMK potassium channel | Tet-inducible ROMK, thallium flux fluorescence; actives lie on both sides | B-score at 10 µM | actives 2% (n = 130,000) | P48048;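 active means signal ratio slope over the read window, or its plate-corrected B-score, at least 3 SD from the plate mean, either direction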;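 further: B-score of the F/F0 ratio slope over 7 to 12 s after thallium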
G6PDH CS = counter-screen for G6PDH assay hits: L. mesenteroides G6PDH inhibition | inhibition, % at 5 µM | Purified L. mesenteroides G6PDH, diaphorase/resazurin coupled fluorescence, 45 min | actives 0.12% (n = 200,000); in the data active means inhibition above about 50%
PMI act = activators of human phosphomannose isomerase | activation factor at 20 µM | P34949 | purified human PMI, coupled resazurin fluorescence, 20 min; active compounds read high; 1 = vehicle control, 0 substrate-free wells | actives 0.005% (n = 190,000);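 active means activation factor of 2 or more at 20 µM, relative to plate controls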
Target sequence (P34949 whole entry, looked up): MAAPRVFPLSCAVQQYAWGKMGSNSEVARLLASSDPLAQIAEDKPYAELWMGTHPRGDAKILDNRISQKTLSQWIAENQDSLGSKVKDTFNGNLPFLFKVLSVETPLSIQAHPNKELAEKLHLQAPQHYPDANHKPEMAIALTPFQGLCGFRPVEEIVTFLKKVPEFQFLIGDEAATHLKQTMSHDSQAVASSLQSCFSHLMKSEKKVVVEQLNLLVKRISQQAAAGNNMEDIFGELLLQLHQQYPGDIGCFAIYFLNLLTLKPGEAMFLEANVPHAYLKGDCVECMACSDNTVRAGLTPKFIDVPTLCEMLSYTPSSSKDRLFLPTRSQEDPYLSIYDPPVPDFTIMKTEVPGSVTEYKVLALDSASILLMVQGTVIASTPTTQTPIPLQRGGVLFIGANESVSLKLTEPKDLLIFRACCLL
Diaph act CS = activates diaphorase or chemically reduces, flagging diaphorase assay artifacts | actives 0.005% (n = 190,000) | activation factor at 20 µM | Diaphorase/resazurin coupled assay, resorufin fluorescence, 16 min; active compounds read high; 1 = vehicle wells, 0 = NADH-free wells | AID 1229;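 active means diaphorase activity raised at least twofold by the compound at 20 µM; inactive means activation factor below 2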
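System – purified diaphorase enzyme from Clostridium kluyveri · Input – enzyme 0.07 U/mL final · Also added – final NADH 0.114 mM, resazurin 0.1 mM · Measured by – fluorescence of resorufin, 544 nm excitation, 590 nm emission · Timing – 16 min enzyme reaction, ambient temperature · Measure – resorufin increase flagging diaphorase activators or reducers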
PPARg SRC1 recr = agonists of human PPARgamma SRC-1 coactivator recruitment. P37231. PPARgamma-SRC-1 coactivator recruitment biochemical assay. activation, % at 8 µM. actives 0.41% (n = 200,000); in the data active means activation above about 19%;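 further: 0% = DMSO and 100% = reference agonist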
PMI act hi M6P = activators of human phosphomannose isomerase at near-saturating mannose 6-phosphate. actives 0.34% (n = 190,000). AID 1216. coupled PMI enzyme assay, resazurin fluorescence, 20 min; active compounds read high; 1 = untreated enzyme, 0 = substrate-free blank. activation factor at 20 µM. P34949;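 active means activation factor of 2 or more at 20 µM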
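Material: human phosphomannose isomerase with PGI, G6PDH, diaphorase coupling enzymes / Reagent: Man-6-P substrate 1.0 mM / Dosing: single compound dose of 20 µM, 1% DMSO final / Incubation: enzyme reaction with compound 20 min at room temperature / Signal: resorufin fluorescence (Ex 544/Em 590 nm) from resazurin via diaphorase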
PPARg SRC3 recr = agonists of human PPARgamma SRC-3 coactivator recruitment; actives 0.26% (n = 200,000); biochemical PPARgamma/SRC-3 coactivator recruitment assay; activation, % at 8 µM; AID 731; in the data active means activation above about 23%;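 further: 0% = DMSO and 100% = reference agonist; some compounds past the cut are filed as inactive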
TR-FRET SRC-2 ct = flags TR-FRET format artefacts in PPARgamma SRC-2 recruitment agonist screen; TR-FRET artefact counter-screen; active compounds read high; TR-FRET ratio at 8 µM; actives 0.4% (n = 200,000); in the data active means TR-FRET ratio above about 2000; further: inactives centre near 1500
Diaph inh CS = counter-screen for diaphorase-based assays: diaphorase inhibitors and chemical oxidizers; diaphorase resazurin-to-resorufin fluorescence, NADH, 16 min; bacterial (C. kluyveri) enzyme, not human; actives 0.69% (n = 190,000); inhibition, % at 20 µM;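 active means primary screen inhibition at 20 µM above a set limit, cut at about 50% in these data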;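 further: plate controls were DMSO with full reaction for no effect and wells lacking NADH for full effect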
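Assay system – diaphorase enzyme from Clostridium kluyveri · Amount – diaphorase 0.14 U/mL (working solution) · Times – reaction incubation of 16 min at room temperature · Controls – No-NADH positive control and DMSO neutral control · Signal – resorufin fluorescence 544/590 nm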
Numbers without * were called inactive; nt = no result given.

SMILES	PPARg SRC2 recr	S1P3 antag	ROMK primary	G6PDH CS	PMI act	Diaph act CS	PPARg SRC1 recr	PMI act hi M6P	PPARg SRC3 recr	TR-FRET SRC-2 ct	Diaph inh CS
Cc1occc1-c1nnc(SCC(=O)c2cc3ccccc3oc2=O)o1	11	-25	nt	-1	1.1	0.5	9	1.1	14	1617	51*
Cn1c(=O)cc(OCCCC(=O)NCc2ccc3c(c2)OCO3)c2ccccc21	10	-19	nt	-5	0.9	0.9	5	0.9	6	1837	10
O=C(N/C(=C\c1ccco1)C(=O)N1CCCC1)c1cccs1	6	nt	nt	-14	0.9	0.9	4	0.9	0	1627	10
NS(=O)(=O)c1ccc(NC(=O)C2COc3ccccc3O2)cc1 (stereo not given)	-1	nt	-0.074	0	0.9	0.9	-3	1	-10	1459	11
O=C(CCc1nc2ccccc2c(=O)[nH]1)OCc1ccccc1F	4	-7	nt	-15	1	1	2	1	-2	1659	4
CCc1nnc(NC(=O)C2Cc3ccccc3CN2S(=O)(=O)c2cccs2)s1 (stereo not given)	-2	7	nt	-14	1	0.9	-6	1.1	-6	1371	14
COc1cccc(C2NC(=O)NC(O)(C(F)(F)F)C2C(=O)c2cccnc2)c1OC (stereo not given)	5	11	nt	17	1	1.1	3	1	4	1647	-7
NC(=O)c1nn(CC(=O)Nc2ccc3c(c2)OCO3)cc1[N+](=O)[O-]	9	5	0.066	-2	1	0.9	11	1	1	1709	10
N#Cc1cc(C(=O)Cc2ccccc2)c[nH]1	-2	4	-0.78	7	1	0.9	3	1	-3	1653	5
NC(=Nc1ccc(Cl)cc1)c1ccccc1	4	1	-0.58	-1	0.9	0.9	10	0.9	-2	1821	12
C=CCNC(=O)c1ccc2nc(-c3ccccc3)c(-c3ccccc3)nc2c1	3	nt	-0.47	3	1	0.9	0	1	4	1633	10
CC(C)(C)c1ccc(/C=N/n2cnnc2)cc1	4	-23	0.34	6	1.1	1.1	6	1.1	3	1622	-6

A second format for some results above.
SMILES,PPARg SRC2 recr,S1P3 antag,ROMK primary,G6PDH CS,PMI act,Diaph act CS,PPARg SRC1 recr,PMI act hi M6P,PPARg SRC3 recr,TR-FRET SRC-2 ct,Diaph inh CS
CCc1nnc(NC(=O)C2Cc3ccccc3CN2S(=O)(=O)c2cccs2)s1 (stereo not given),-2,7,nt,-14,1,0.9,-6,1.1,-6,1371,14
C=CCNC(=O)c1ccc2nc(-c3ccccc3)c(-c3ccccc3)nc2c1,3,nt,-0.47,3,1,0.9,0,1,4,1633,10
Cc1occc1-c1nnc(SCC(=O)c2cc3ccccc3oc2=O)o1,11,-25,nt,-1,1.1,0.5,9,1.1,14,1617,51*
CC(C)(C)c1ccc(/C=N/n2cnnc2)cc1,4,-23,0.34,6,1.1,1.1,6,1.1,3,1622,-6
Cn1c(=O)cc(OCCCC(=O)NCc2ccc3c(c2)OCO3)c2ccccc21,10,-19,nt,-5,0.9,0.9,5,0.9,6,1837,10

Next compounds:
SMILES	PPARg SRC2 recr	S1P3 antag	ROMK primary	G6PDH CS	PMI act	Diaph act CS	PPARg SRC1 recr	PMI act hi M6P	PPARg SRC3 recr	TR-FRET SRC-2 ct	Diaph inh CS
CC(C)NC(=S)Nc1ccc2[nH]c(=O)[nH]c2c1	-3	-1	-0.083	9	1.4	1	-8	1.2	2	1318	4
COC(=O)CN(c1ccccc1C)S(C)(=O)=O	6	nt	nt	0	1	1	10	1	1	1772	-1
O=c1cc(-c2ccco2)oc2ccc(Cl)cc12	2	14	-0.11	-12	0.9	1.1	4	1	-5	1586	-6
CC(C)n1nc(C(=O)NCCc2ccc(S(N)(=O)=O)cc2)c2ccccc2c1=O	5	nt	-0.2	14	1.1	0.9	7	1.1	3	1618	14
O=C(Cc1c(C(=O)O)[nH]c2ccccc12)NC1CCCC1	3	-9	-1	6	1	1.1	-2	1	-1	1476	-7
CC(C)(C)c1ccc(/C=C/C(=O)N2CCc3ccccc3C2)cc1	11	nt	-0.89	4	1	0.8	4	1	-4	1652	20
COC(=O)CCn1nc(-c2ccc(Cl)cc2)c2ccccc2c1=O	-9	-3	-1.1	9	0.9	0.8	-8	0.9	-1	1406	18
COc1ccc(C(=O)CN2C(=O)NC(C)(c3ccc(C)cc3)C2=O)cc1OC (stereo not given)	3	nt	nt	3	1	0.9	-3	1.1	5	1521	7
O=C(CCc1nnc(CCCc2ccccc2)o1)NCCN1CCOC1=O	-7	-14	-0.01	14	nt	nt	7	nt	8	1574	nt
COC(=O)n1ccc(C(=O)Nc2ccccc2F)n1	10	-6	nt	2	0.9	0.9	8	1	2	1700	6
COC(=O)CN(c1ccccn1)S(=O)(=O)c1ccccc1	3	-22	0.38	0	1	1.1	7	1.1	7	1583	-7
Cc1cc(C)c(C(=O)COC(=O)c2ccc([N+](=O)[O-])o2)cc1C	-1	-9	0.1	8	1.2	0.8	-1	0.8	2	1463	15
COCC(=O)Nc1sc2c(c1C(=O)OC)CCC(C)C2 (stereo not given)	5	-31	nt	-4	0.8	0.8	5	0.9	-5	1465	18
COc1cccc(N2CCN(CC(=O)c3c[nH]c4ccc(OC)cc34)CC2C)c1 (stereo not given)	8	9	nt	-19	0.8	0.9	2	0.9	6	1465	7
Cc1ccc(CNc2oc(-c3cccs3)nc2C#N)cc1	-10	0	-0.003	-26	0.8	0.7	-8	0.8	4	1452	26
COc1ccc([N+](=O)[O-])cc1N(CC(=O)NCCC1=CCCCC1)S(C)(=O)=O	-7	-9	0.66	0	1	1	-8	1.1	-3	1509	1
CCOc1ccc(OCC)c(Nc2cc(C)nc3nc(C)nn23)c1	6	-34	0.028	21	0.9	0.9	2	0.8	3	1539	10
O=C(CCC(=O)OCC(=O)c1ccc(-c2ccccc2)cc1)Nc1cccc2cccnc12	13	nt	nt	1	0.8	0.8	9	0.9	12	1584	20
CCn1c(C)nc2cc(C(=O)OC(C(F)(F)C(F)F)C(F)(F)C(F)F)ccc21	0	3	nt	-19	0.8	0.7	5	0.8	-2	1377	27
COc1ccc(NC(=O)c2c(NC(=O)CCC(=O)O)sc3c2CCCCC3)cc1	9	-12	0.45	13	1	0.7	-8	1.2	-4	1506	32
CC1=CS(=O)(=O)CC1Sc1nc2ccccc2[nH]1 (stereo not given)	8	nt	0.068	1	1.2	1	-3	1.3	11	1546	-2
COc1cc2c(cc1NC(=O)c1cccnc1)oc1ccccc12	-3	nt	0.95	-5	1	0.9	-4	1	3	1451	6
O=C(CCl)Nc1ccc(N=Nc2ccccc2)cc1	3	12	nt	-1	1.1	1	0	1.1	0	1565	3
Cc1ccc2nc3sc(C(=O)NCc4ccco4)c(N)c3cc2c1	15	nt	nt	9	1	0.6	10	0.9	18	1592	38
O=C1C2C(C(=O)N1c1ccncc1)C1C=CC2C12CC2 (stereo not given)	-4	15	0.65	6	1.1	1	3	1	2	1580	2
Cc1ccc(S(=O)(=O)NCC(=O)N/N=C/c2ccc(Cl)cc2)cc1	-9	2	1	4	1	1	-1	1.1	0	1557	-3
Clc1ccc2nc3c4ccccc4cnn3c2c1	-8	-4	-1.1	13	1	1.1	7	1	-2	1650	-9
CCCCCCNS(=O)(=O)c1ccc(Cl)s1	3	10	nt	-3	0.8	0.7	3	0.9	4	1451	29
Cc1ccc(/C=C/C(=O)O)cc1S(=O)(=O)Nc1ccc2c(c1)OCO2	3	-8	1.8	1	1.1	1.1	-6	1	0	1466	-6
c1cc2c(cc1-c1csc(NNC3=NCCCCC3)n1)OCCO2	9	0	nt	-3	1.2	0.9	9	1.5	4	1699	11
Cn1c(SCc2nc3cc(C(=O)O)ccc3c(=O)[nH]2)nnc1C(F)(F)F	2	-20	-0.11	7	1.2	0.9	1	1.3	3	1635	15
Cc1cc(=O)cc(C)n1-c1ccc(Br)cc1	7	-11	2.5	1	1.1	1	12	1.1	-2	1690	2
COC(=O)c1ccc(COc2ccccc2/C=N/NC(=O)c2cccnc2)cc1	-5	-7	1.5	-1	1	0.7	2	1	-2	1557	27
O=C(Nc1ccc(-c2nnc3n2CCCCC3)cc1)c1ccco1	6	-8	0.85	-1	1.1	1	-4	1.1	5	1800	-2
CCOc1cc(C(=O)NCc2nnc(SCC(=O)OC)n2C)cc(OCC)c1OCC	-2	-19	nt	2	0.9	0.9	-11	0.9	-4	1242	11
COc1ccc(NC(=S)N(CCCN2CCCCCC2)Cc2cccs2)cc1	3	4	-1.4	0	0.9	1	-2	0.9	5	1651	5
O=C(Nc1ccc(SC(F)F)cc1)C1=COCCO1	9	nt	nt	15	1	0.9	5	0.9	-1	1554	7
O=C(COC(=O)CSc1cc(Cl)ccc1Cl)Nc1ncc(C(F)(F)F)cc1Cl	-3	3	nt	2	0.8	0.8	-1	0.9	-1	1542	19
O=C(CSC1=NCCS1)Nc1nc2c(s1)CCCC2	8	-34	-1.1	-1	0.9	0.9	8	0.9	-1	1678	11
CC(NC(=S)Nc1c(Br)cccc1OC(F)F)C(C)(C)C (stereo not given)	-4	-4	-0.16	3	1.1	1	-6	1	3	1525	5
CCn1c(SCC(N)=O)nnc1-c1ccc(S(=O)(=O)N2CCN(C)CC2)cc1	-1	-31	0.53	-10	0.9	0.9	-3	0.8	-4	1616	12
COc1ccc(C2C(C#N)=C(N)OC3=C2C(=O)CC(C)(C)C3)cc1 (stereo not given)	4	-15	0.045	11	0.9	0.8	5	0.9	-2	1487	16
C=CCC(=O)N1CCCC(CCC(=O)NCc2ccccc2F)C1 (stereo not given)	-5	-2	0.13	8	1	0.9	-2	0.9	-1	1547	12
CC(=O)N1CCN(c2ccc(NCc3ccc4c(c3)OCO4)cc2)CC1	15	2	0.38	2	0.8	0.9	-2	0.9	2	1536	9
Cc1cc(C)cc(Nc2cnn(C34CC5CC(CC(CC(=O)O)(C5)C3)C4)c(=O)c2Cl)c1	3	nt	0.14	20	1.1	0.9	3	1.1	3	1391	9
Cc1ccc(-n2cc(C(=O)c3ccc(F)cc3)nn2)cc1Cl	-5	nt	-0.19	0	1.1	1	4	1.1	-5	1442	3
Cc1nc2ccccc2c(=O)n1/N=C/c1ccco1	5	-9	-0.022	8	1.1	1.1	-7	1	2	1648	-10
Cc1nn(Cc2ccc(Cl)cc2)c(C)c1NC(=O)c1ccc([N+](=O)[O-])cc1	2	3	nt	-1	1	0.8	7	1	5	1644	15
COc1ccc(OCC(=O)OCC(=O)NCc2ccc(F)cc2)cc1	-3	-13	nt	-5	0.9	0.9	2	1	-2	1503	13
